Assay outcomes deposited in PubChem BioAssay by several laboratories.
NadD inh: blocks S. aureus nicotinate mononucleotide adenylyltransferase. purified NadD enzyme, colorimetric absorbance read-out. 360,000 compounds, 0.78% hits. inhibition, % at 20 µM; in the data active means inhibition above about 26%; further: some compounds past the cut are filed as inactive
LMPTP block: blocks human LMPTP phosphatase | P24666 | recombinant LMPTP-A, OMFP fluorogenic substrate, fluorescence intensity | inhibition, % at 20 µM | 360,000 compounds, 0.22% hits | AID 651560;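 active means compounds that cut the enzyme signal by at least half of the control window in the single-dose screen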;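 further: plate controls were DMSO wells with enzyme plus substrate for no effect and substrate without enzyme for full effect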
Target sequence (P24666 whole entry, looked up): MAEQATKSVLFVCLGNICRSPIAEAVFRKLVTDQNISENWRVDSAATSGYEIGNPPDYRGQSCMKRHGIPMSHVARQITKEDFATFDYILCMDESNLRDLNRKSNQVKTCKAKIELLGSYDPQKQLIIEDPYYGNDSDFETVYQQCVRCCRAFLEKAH
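Test system: LMPTP-A phosphatase enzyme. Amount: LMPTP-A at 0.625 nM final in the reaction. Reagent: OMFP substrate, 400 µM final. Times: 50 min at room temperature. Signal: endpoint fluorescence intensity from OMFP dephosphorylation. Read-out basis: % inhibition. Benchmarks: no-enzyme and uninhibited controls.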
MsrA inhibitor: inhibitors of bovine MsrA; purified bovine MsrA, absorbance read-out; inhibition, % at 15.5 µM; 360,000 compounds, 0.75% hits; AID 651718; in the data active means inhibition above about 4.5%;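 further: 0% = vehicle wells with enzyme and 100% = reference inhibitor wells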
STEP block: blocks human striatal-enriched tyrosine phosphatase; inhibition, % at 20 µM; 360,000 compounds, 0.25% hits; recombinant STEP, OMFP fluorogenic substrate, fluorescence; P54829;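 active means inhibition at 20 µM, scaled per plate between control wells, above about 37%, limit read from the data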;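 further: 0% = DMSO with enzyme and substrate and 100% = substrate only without enzyme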
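Material: STEP (striatal-enriched tyrosine phosphatase) enzyme, cell-free; Compound dosing: 20 µM single dose in 1% DMSO; Technique: fluorescence read at 480 nm ex / 540 nm em; Times: reaction 20 min, ambient temperature; Medium: 50 mM Bis-Tris pH 6.0 with 2.5 mM DTT and 0.005% Tween 20; Also added: OMFP at 25 µM.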
Scp-1 inhibitor: blocks human Scp-1 phosphatase activity. Recombinant Scp1, phosphopeptide, malachite green phosphate absorbance. 340,000 compounds, 0.88% hits. inhibition, % at 20 µM. Q9GZU7. AID 493091;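 active means inhibition above about 50% at 20 µM, limit read from the data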;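 further: plate controls were DMSO wells with enzyme for no effect and wells lacking enzyme for full effect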
Target sequence (Q9GZU7 76-261 limits assumed): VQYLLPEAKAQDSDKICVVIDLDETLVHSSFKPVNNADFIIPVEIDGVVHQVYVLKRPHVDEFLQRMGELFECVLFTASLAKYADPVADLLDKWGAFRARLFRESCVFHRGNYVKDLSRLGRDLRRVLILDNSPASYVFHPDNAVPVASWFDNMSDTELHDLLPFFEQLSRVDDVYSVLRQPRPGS
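Test system: SCP-1 phosphatase catalytic domain, residues 76-261 | Compound dosing: One concentration, 20 µM, with 1.0% DMSO | Schedule: 45 min room-temperature reaction, 5 min colour, 30 min stabiliser | Detection: Absorbance at 630 nm | Read-out basis: % inhibition of SCP-1 phosphate liberation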
SUMO1 PPI mod: alters human SUMO1 binding to SIM partners; P63165; SUMO1 binding to a labelled peptide, TR-FRET, 1 h; inhibition, % at 20 µM; 360,000 compounds, 0.33% hits; in the data active means inhibition above about 37%
Target sequence (P63165 whole entry, looked up): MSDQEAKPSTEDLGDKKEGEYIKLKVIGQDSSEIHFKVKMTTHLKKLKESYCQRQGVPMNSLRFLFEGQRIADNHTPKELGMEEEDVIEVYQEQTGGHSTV
DNMT1 inh: blocks human DNA methyltransferase DNMT1; inhibition (reported as % activation of signal), % at 10 µM; 360,000 compounds, 0.83% hits; DNMT1 molecular beacon, Hinp1I cleavage, fluorescence; in the data active means inhibition above about 50%
CSN deneddyl inh: inhibitors of human CSN-mediated cullin deneddylation | inhibition, % at 12.5 µM | Purified CSN, SCF-Nedd8-OG deneddylation, fluorescence polarization | 360,000 compounds, 0.38% hits | AID 651999;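 active means pattern-corrected inhibition above about 35%, with an unprinted fluorescence ratio check between 0.5 and 1.5, limit read from the data, passing the limit was not always enough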;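 further: 0% = enzyme with substrate and 100% = substrate without enzyme; some results filed as inactive read as strong as hits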
Target sequence (Q92905 whole entry, looked up, one chain of several): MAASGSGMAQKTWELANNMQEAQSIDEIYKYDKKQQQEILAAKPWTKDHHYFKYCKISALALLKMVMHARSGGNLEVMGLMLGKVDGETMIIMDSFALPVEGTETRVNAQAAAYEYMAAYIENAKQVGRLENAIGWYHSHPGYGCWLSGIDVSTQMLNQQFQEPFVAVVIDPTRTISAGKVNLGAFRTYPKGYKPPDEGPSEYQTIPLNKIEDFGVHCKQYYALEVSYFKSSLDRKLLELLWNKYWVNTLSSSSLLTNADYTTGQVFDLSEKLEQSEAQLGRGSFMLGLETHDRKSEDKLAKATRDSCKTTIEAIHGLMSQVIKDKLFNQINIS
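assay system = purified human Csn5 enzyme expressed in HEK293T cells | amount = 0.24 nM enzyme | buffer or medium = Tris/NaCl/DTT buffer, pH 7.5 | reagent = 10 nM SCFSkp2-Nedd8OG | compound = one concentration, 12.5 µM, 0.25% DMSO | times = 90 min reaction at room temperature | signal = FP | read-out basis = % inhibition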
Rpn11 inh: blocks the human proteasome subunit Rpn11; O00487; human 26S proteasome, Ub4-pepOG fluorescence polarization; 20S core pre-blocked with epoxomicin; calls only at 20 µM; 360,000 compounds, 0.59% hits;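 active means inhibition at 20 µM, scaled to each plate's controls, above about 33%, limit read from the data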
TbMetRS inhib: blocks T. brucei methionyl-tRNA synthetase activity | purified T. brucei MetRS, ATP depletion, Kinase-Glo luminescence | inhibition, % at 11.9 µM | 360,000 compounds, 0.4% hits;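 active means inhibition above a per-plate cutoff of the control wells' mean inhibition plus 3 SD, cut at about 5.5% in these data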;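 further: 0% = DMSO wells median and 100% = median of wells with control inhibitor compound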
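Test system: purified T. brucei MetRS enzyme. Also added: ATP, methionine and E. coli bulk tRNA substrates. Compound: 11.9 µM single point. Schedule: 15 min enzyme-compound preincubation, 2 h reaction, 10 min detection, 25 °C. Signal: luciferase luminescence of residual ATP, Kinase-Glo. Evaluation: percent inhibition versus plate control medians. Controls: DMSO wells, low control.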
Numbers without * were called inactive; i = inactive; / = no result given.

structure	MsrA inhibitor	Rpn11 inh	Scp-1 inhibitor	DNMT1 inh	STEP block	LMPTP block	TbMetRS inhib	NadD inh	CSN deneddyl inh	SUMO1 PPI mod
COc1ccc(NS(=O)(=O)c2ccc(S(=O)(=O)N3CCOCC3)cc2)cc1	-0.3	i	-1	-2	-2	-0.3	-0.5	-9	0	-1
Cc1cccc(-c2nc(N)nc(N)n2)c1	-0.9	i	-10	1	-1	-2.3	-0.7	-6	0	-3
CCCCCSc1nnc2c(n1)OC(C)N(C(C)=O)c1ccccc1-2 (stereo not drawn)	1.2	i	-9	0	-1	-0.9	-0.2	-6	0	-28
CC(NC(=O)Nc1ccccn1)N1C(=O)C2C3C=CC(C3)C2C1=O (stereo not drawn)	0.3	i	-1	-6	2	-1.8	-1.6	-2	2	-2
CCCOC(=O)c1ccc(Oc2cn[nH]c2-c2ccc(OC)cc2O)cc1	0.2	i	-9	-16	-1	4.5	-0.7	-5	5	0
COc1cccc(CN2CCC(C(=O)N3CCN(Cc4ccc5c(c4)OCO5)CC3)CC2)c1OC	0.4	i	-7	-1	0	-1.2	-0.2	-4	-1	-2
COc1ccc(NS(=O)(=O)c2cc(Br)cc3c2N(C(C)=O)CC3)cc1	1.4	i	0	-1	0	-0.1	0.9	6	5	0
COCCN1C[C@@H](CO)O[C@@H](n2cnc3c(N4CCN(c5ccccc5)CC4)ncnc32)C1	0.3	i	/	3	0	0.5	-0.2	-4	-5	-2
COc1ccc2cc(-c3nc4ccccc4n3C)c(=O)oc2c1	4.9*	i	-1	0	1	0.5	-0.3	-4	0	-26
COc1ccc(N(Cc2ccccc2)S(=O)(=O)c2ccc(C)cc2)cc1	0.4	i	-9	1	4	1.1	-1.0	-6	-9	-2
COc1ccc(NC(=O)CCNS(=O)(=O)c2ccc(C)c(C)c2)cc1OC	-0.7	i	-4	0	-4	-0.1	-0.9	-5	1	2
Cc1cc(NC(=O)c2cc(-c3ccccn3)nc3ccc(Br)cc23)no1	0.0	i	7	12	0	0.0	-0.9	1	44*	-5
CC(=O)N1CCc2cc(C(=O)CN3CCCCC3)ccc21	1.5	i	-5	2	-4	-0.6	-0.7	-1	-2	6
COC(=O)[C@@]1(Cc2ccc(F)cc2)[C@H]2c3cc(C(=O)N4CCCC4)n(CCF)c3C[C@H]2CN1C(=O)c1ccccc1	0.2	/	/	/	/	-1.5	-0.9	-14	-1	9
S=C(Nc1ccc(Cl)cc1)N1CCCC1	0.5	i	-5	-1	4	-0.6	-0.3	-3	-19	0
NC(=O)CSc1nc(-c2ccccc2)c(-c2ccccc2)o1	-0.6	i	-4	1	2	0.3	-0.9	-8	4	4
CCCNC(=S)N1CCC(NC(=O)Nc2ccc(C)cc2)CC1	-0.2	i	-1	4	0	-0.1	0.1	5	-7	-3
COc1ccc(-c2cc3cc(-c4cc(OC)c(OC)c(OC)c4)ccc3o2)cc1	0.3	i	-8	-26	-4	-1.2	-0.4	-4	-5	-4
Cn1c(NC(=O)c2ccccc2F)cc(=O)n(C)c1=O	-0.2	i	-10	4	-1	-1.3	0.0	4	1	-1
CCOC(=O)C(Cc1ccccc1)C(=O)Nc1nccs1 (stereo not drawn)	0.4	i	-2	2	0	-0.8	-1.3	-1	2	2
COc1ccccc1NS(=O)(=O)c1cc(-c2cc(C)no2)ccc1OC	-0.3	i	-13	-4	-2	1.2	-0.3	-6	-7	-4
CCCN(c1ccc(C(C)C)cc1)S(=O)(=O)c1c(C)[nH]c(=O)[nH]c1=O	2.1	i	18	0	-2	-1.1	-0.7	7	-5	1
O=C(Nn1cc(C(=O)N2CCN(c3ccccc3F)CC2)c2ccccc2c1=O)c1cnccn1	1.5	i	0	1	-2	-1.3	-0.2	10	1	2
CNC(=O)C1CC(=O)N(c2ccc(F)c(Cl)c2)C1 (stereo not drawn)	-0.3	i	1	0	-10	-3.1	0.1	0	1	-3
COC(=O)/C(=N\Nc1ccc(Cl)cc1)Sc1nnc(-c2ccc(OC)cc2)n1C	0.1	i	4	-1	0	-1.7	-0.4	14	-3	7
COC(=O)C1=C(C)N(C(C)C)C(=O)C1(NC(=O)C1CCCCC1)C(F)(F)F (stereo not drawn)	0.5	i	-5	-1	9	-1.0	0.1	-5	1	0
O=C(CCc1nnc2n(Cc3ccccc3)c(=O)c3ccccc3n12)NCCN1CCOCC1	1.5	i	3	0	-1	-1.1	1.4	1	0	2
Cc1ccc(NC(=O)Cc2ccc3c(c2)OCCO3)cc1S(=O)(=O)N1CCCCC1	-2.2	i	-12	-2	2	3.5	0.6	-7	5	6
CC(=O)CSc1nc2ccccc2s1	-0.1	i	-3	-2	0	-0.6	-1.0	5	-3	-7
O=C(O)CCCNC(=O)c1ccc(NC(=O)Cc2ccc(Cl)cc2)cc1	-1.0	i	4	1	0	-1.4	-0.3	2	0	1

CSN deneddyl inh, what is marked active above
structure	MsrA inhibitor	Rpn11 inh	Scp-1 inhibitor	DNMT1 inh	STEP block	LMPTP block	TbMetRS inhib	NadD inh	CSN deneddyl inh	SUMO1 PPI mod
Cc1cc(NC(=O)c2cc(-c3ccccn3)nc3ccc(Br)cc23)no1	0.0	i	7	12	0	0.0	-0.9	1	44*	-5

Two consecutive compounds from above, for reference:
structure	MsrA inhibitor	Rpn11 inh	Scp-1 inhibitor	DNMT1 inh	STEP block	LMPTP block	TbMetRS inhib	NadD inh	CSN deneddyl inh	SUMO1 PPI mod
CC(=O)CSc1nc2ccccc2s1	-0.1	i	-3	-2	0	-0.6	-1.0	5	-3	-7
O=C(O)CCCNC(=O)c1ccc(NC(=O)Cc2ccc(Cl)cc2)cc1	-1.0	i	4	1	0	-1.4	-0.3	2	0	1

Other structures follow:
structure	MsrA inhibitor	Rpn11 inh	Scp-1 inhibitor	DNMT1 inh	STEP block	LMPTP block	TbMetRS inhib	NadD inh	CSN deneddyl inh	SUMO1 PPI mod
O=C(Nc1cc2c(oc1=O)CCCC2=O)c1ccccc1	1.5	i	-4	3	5	-1.9	-0.8	3	1	-24
O=C1CC(c2ccco2)CC(O)=C1C=Nc1ccc(Br)cc1 (stereo not drawn)	4.3	i	5	10	-1	0.8	-1.2	0	2	-7
COc1ccc(NC(=O)CN(C)C(=O)C(Sc2ccccc2)c2ccccc2)cc1 (stereo not drawn)	1.1	i	-10	-6	6	-0.7	0.1	-14	-2	-2
COc1ccccc1C(OC(=O)c1ccco1)C(=O)NCc1ccc(F)cc1 (stereo not drawn)	-0.1	i	-2	-1	1	0.1	-0.6	-5	5	-2
CSc1sc(C(=O)OC(C)C)c2c1C(=O)CC(C)(C)C2	0.0	i	-10	0	1	1.9	0.1	1	-1	-2
CCn1c(C(=O)N2CCc3ccccc3C2)cc2oc3ccccc3c21	0.5	i	-16	-5	0	4.9	-0.7	3	-4	2
COc1ccc(CNC(=O)CN2C(=O)NC(C)(c3ccc(Cl)cc3)C2=O)cc1 (stereo not drawn)	0.9	i	-9	-2	1	1.0	-0.5	-7	-4	-2
Cn1cnnc1SCC(=O)Nc1ccc(OC(F)F)cc1	0.5	i	-8	1	-4	0.0	-0.5	-6	-4	1
CCN(CC(=O)Nc1cc(Cl)ccc1C)C(=O)c1ccc2c(=O)n3c(nc2c1)CCC3	0.6	i	5	6	-1	-0.8	-0.4	-2	2	8
CC(C)CC1NC(=O)N(CC(=O)Nc2cc(S(=O)(=O)N3CCOCC3)ccc2Cl)C1=O (stereo not drawn)	1.3	i	4	0	-1	0.2	-0.2	6	2	2
O=C(O)CCNS(=O)(=O)c1ccc2c(c1)CCCC2	2.9	i	-4	5	-2	-1.1	1.1	2	-4	1
COc1ccc(-c2nnn(CC(=O)NCc3ccccc3)n2)cc1OC	-1.4	i	-6	0	0	1.2	-0.1	0	4	1
COc1ccc(C(C(=O)NCC2CCCO2)N(C(=O)Cn2nnc3ccccc32)c2ccc(NC(C)=O)cc2)cc1OC (stereo not drawn)	-0.7	i	-3	3	-1	-1.0	0.4	1	-3	-1
O=C(CC1SC(N2CCCC2)=NC1=O)Nc1ccc(C(=O)NCc2ccc(F)cc2)cc1 (stereo not drawn)	0.6	i	-5	0	3	-1.6	0.0	1	6	-4
CCOc1ccc(CCNC(=O)CCCn2nc(C)c3c(C)n(-c4ccccc4)nc3c2=O)cc1	0.4	i	-4	0	-4	-0.7	-0.5	2	-2	2
O=C(NCCCN1CCOCC1)C(=O)N/N=C/c1ccc2c(c1)OCO2	3.5	i	-6	2	-2	-0.2	0.3	-5	1	-9
CCc1noc(C)c1C(=O)N(CC)CC(=O)NCc1ccc(Cl)cc1	-0.5	i	4	0	-2	-0.7	-0.5	3	-2	0
COC(=O)C1=C(C)N(C)C(=S)NC1c1ccc(Cl)cc1 (stereo not drawn)	0.0	i	-9	-3	-1	0.4	-0.2	-7	-5	1
Cc1ccc(C(=O)NCCCNC(=O)COc2ccccc2Cl)cn1	0.1	i	58*	-1	-1	-1.3	-0.2	1	2	-5
CCCn1c(NC(=O)c2ccc(Br)cc2)nc2ccccc21	-0.7	i	-8	1	-6	-0.6	-0.4	2	-5	15
O=[N+]([O-])c1ccc2nc(SCc3cn4cccnc4n3)[nH]c2c1	3.6	i	-2	-1	-2	-0.5	0.8	1	-5	-18
